# Bioassay records from PubChem BioAssay.
# ELG1 DNA repair: qHTS screen for small molecules that inhibit ELG1-dependent DNA repair in human embryonic kidney (HEK293T) cells expressing luciferase-tagged ELG1; HEK293T ELG1-luciferase reporter, luminescence, 16 h; DNA damage induced by 5-fluorouridine; Potency, µM (top dose mostly 46.1 µM), for the others: at the highest dose activity change, negative = inhibition, actives largely listed as inhibitors; 330,000 tested, 2.3% active; AID 504467, 2011; note: potency is the fitted concentration of half-maximal effect; % is set by controls: 0 for no effect and ±100 for the full control effect; nearly all actives have a fitted effect of over 55% in size
#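 HEK293T cells expressing luciferase-tagged ELG1 (2,000/well) received 5-Fluorouridine plus compound or DMSO for 16 hr at 37 °C. Luciferase was read by ONE-Glo luminescence after 30 min at room temperature.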
# KCNH2 3.1 inh: qHTS for Inhibitors of KCHN2 3.1: Mutant qHTS; Potassium voltage-gated channel subfamily H member 2, brain isoform KCNH2 3.1 (human); U2OS KCNH2 3.1, thallium flux FluxOr; stronger effect = lower value; activity change, % (tested at about 1.8 µM); 340,000 tested, 0.95% active; AID 720553, 2013;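 active = maximum activity change below -70%; inconclusive = maximum activity change from -70% to -50%; inactive = maximum activity change above -50%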;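 note: thallium influx rate constant from kinetic fluorescence after stimulation buffer; % is set by controls: 0 for no effect and ±100 for the full control effect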
#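 U2OS cells transduced with KCNH2 3.1 mutant virus (1.77 x 10^8 /mL, 4 h), plated overnight at 37 C, loaded 45 min with FluxOr dye plus Red40 quencher. Thallium flux rate constant from kinetic reads after stimulation buffer, normalised to controls.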
# VP16 counter: VP16 counterscreen qHTS for inhibitors of ROR gamma transcriptional activity; Drosophila S2 Gal4-VP16 UAS-luciferase, luminescence, 20 h; Potency, µM (highest dose often 53.6 µM), without a hit: at the top dose activity, negative = inhibition, usual class: inhibitors; 310,000 tested, 3.5% active; AID 2546, 2010;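 note: Gal4-VP16 expression switched on by copper sulfate through the metallothionein promoter; potency is the fitted concentration of half-maximal effect; % is set by controls: 0 for no effect and ±100 for the full control effect; nearly all actives have a fitted effect of over 50% in size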
# Rab9 promoter act: qHTS Assay for Rab9 Promoter Activators. Huh7 Rab9 promoter-luciferase reporter, luminescence, 24 h. Potency, µM (top dose mostly 9.22 µM), for inactives: at the top dose activation, negative = inhibition, most hits filed as activators. 320,000 tested, 2.8% active. AID 485297, 2010; note: potency is the fitted concentration of half-maximal effect; % of control where 0% means no effect; nearly all actives have a fitted effect of over 60% in size
#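 Promoter activation is measured as luciferase luminescence in Huh7 cells stably transfected with a Rab9 promoter–luciferase construct, following 24 h compound exposure at 37 °C and 10 min reagent incubation at ambient temperature.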
# MBNL1 CUG block: qHTS Assay for Inhibitors of MBNL1-poly(CUG) RNA binding. 280,000 tested, 0.036% active. Muscleblind-like protein 1 (Homo sapiens), Q9NR56. TR-FRET MBNL1-His/biotin-(CUG)12 binding, 665/545 ratio. Potency, µM (series often up to 57.5 µM), for the others: at the top dose activity change, negative = inhibition, most hits filed as inhibitors. AID 2675, 2010; active = well fitted inhibition curve with a large enough effect in the signal ratio, with a control signal flat, not every such curve was filed as active; inconclusive = small, poorly fitted or top-dose-only effect, or effect the other way, or a change in a side signal; inactive = no such curve, though single readings can be large or run the other way; the % refers to the signal ratio; note: potency is the fitted concentration of half-maximal effect; % is set by controls: 0 for no effect and ±100 for the full control effect
#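 TR-FRET between His-tagged MBNL1 and biotin-(CUG)12 RNA, detected with Tb anti-His antibody (0.055 ng/ul) and streptavidin-XL665 (5 nM), 60 min at room temperature. Compounds titrated 92 nM to 58 uM; 665/545 nm ratio normalized to buffer and complex controls.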
# Menin MLL FP TR: qHTS Assay for Inhibitors Targeting the Menin-MLL Interaction in MLL Related Leukemias: Competition With Texas Red Labeled MLL-derived Mutant Peptide. O00255. Menin + Texas Red MLL mutant peptide, fluorescence polarization. Potency, µM (doses to about 61.6 µM), for inactives: at the highest dose FP activity change, negative = inhibition, most hits filed as inhibitors. 270,000 tested, 0.23% active; active = well fitted inhibition curve with a large enough effect in the polarisation, with a control signal flat, not every such curve was filed as active; inconclusive = small, poorly fitted or top-dose-only effect, or effect the other way, or a change in a side signal; inactive = no such curve, though single readings can be large or run the other way; the % refers to the polarisation; note: potency is the fitted concentration of half-maximal effect; % of control where 0% means no effect; many of its hits are not listed in these tables
# Mito fusion act: qHTS Assay for Small Molecule Inhibitors of Mitochondrial Division or Activators of Mitochondrial Fusion; S. cerevisiae fusion-defective mutant growth rescue, CellTiterGlo 48 h; Potency, µM (series often up to 46.1 µM), for inactives: top-dose growth rescue (activation), hits mostly activators; 320,000 tested, 0.23% active;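 note: potency is the fitted concentration of half-maximal effect; % of control where 0% means no effect; nearly all actives have a fitted effect of over 45% in size; temperature-sensitive fusion mutants such as fzo1-1 at 37 °C on non-fermentable ethanol glycerol medium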
#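 Yeast fusion mutant, YPEG (non-fermentable carbon), compound, 48 h at 37C non-permissive; CellTiterGlo added, 10 min RT, luminescence read. Rescued growth = division inhibition.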
# RORgamma inh: qHTS for inhibitors of ROR gamma transcriptional activity. Nuclear receptor ROR-gamma (Mus musculus), P51450. Drosophila S2 Gal4-RORgamma UAS-luciferase reporter, 20 h. Potency, µM (highest dose often 53.6 µM), inactives show top-dose activity change, negative = inhibition, most hits filed as inhibitors. 310,000 tested, 5.4% active. AID 2551, 2010; note: potency is the fitted concentration of half-maximal effect; % is set by controls: 0 for no effect and ±100 for the full control effect; nearly all actives have a fitted effect of over 60% in size
# Target sequence (P51450 whole entry, looked up, the tested form may be a part): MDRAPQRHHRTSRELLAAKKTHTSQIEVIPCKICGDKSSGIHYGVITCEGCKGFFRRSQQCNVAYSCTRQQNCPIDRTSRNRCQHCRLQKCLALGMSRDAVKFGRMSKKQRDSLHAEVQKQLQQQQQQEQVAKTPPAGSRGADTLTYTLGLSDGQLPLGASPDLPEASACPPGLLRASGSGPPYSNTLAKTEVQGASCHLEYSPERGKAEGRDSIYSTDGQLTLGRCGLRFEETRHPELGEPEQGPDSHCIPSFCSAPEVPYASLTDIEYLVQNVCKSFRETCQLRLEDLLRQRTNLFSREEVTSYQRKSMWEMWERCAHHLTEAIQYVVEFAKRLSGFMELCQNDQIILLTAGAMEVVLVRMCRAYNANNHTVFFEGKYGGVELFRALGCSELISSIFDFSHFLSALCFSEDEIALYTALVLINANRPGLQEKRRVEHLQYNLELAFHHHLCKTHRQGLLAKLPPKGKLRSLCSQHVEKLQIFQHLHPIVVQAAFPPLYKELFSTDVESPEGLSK
#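 Compounds are pin-transferred onto Drosophila Schneider cells expressing a copper-inducible Gal4–ROR gamma transactivation domain fusion. After 1 hr, copper sulfate is added to 700 uM final; luciferase is read 20 hr later.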
# PKM2 activator: qHTS Assay for Activators of Human Muscle isoform 2 Pyruvate Kinase; AID 1631, 2009; purified PKM2, Kinase-Glo ATP luminescence, activation; response scale: 0% is enzyme alone, no compound; Pyruvate kinase PKM (Homo sapiens), P14618; 260,000 tested, 0.34% active; Potency, µM (highest dose often 57.5 µM), for inactives: at the highest dose activation, hits mostly activators; note: potency is the fitted concentration of half-maximal effect; % is set by controls: 0 for no effect and ±100 for the full control effect; nearly all actives have a fitted effect of over 55% in size
# Target sequence (P14618 whole entry, looked up, canonical isoform): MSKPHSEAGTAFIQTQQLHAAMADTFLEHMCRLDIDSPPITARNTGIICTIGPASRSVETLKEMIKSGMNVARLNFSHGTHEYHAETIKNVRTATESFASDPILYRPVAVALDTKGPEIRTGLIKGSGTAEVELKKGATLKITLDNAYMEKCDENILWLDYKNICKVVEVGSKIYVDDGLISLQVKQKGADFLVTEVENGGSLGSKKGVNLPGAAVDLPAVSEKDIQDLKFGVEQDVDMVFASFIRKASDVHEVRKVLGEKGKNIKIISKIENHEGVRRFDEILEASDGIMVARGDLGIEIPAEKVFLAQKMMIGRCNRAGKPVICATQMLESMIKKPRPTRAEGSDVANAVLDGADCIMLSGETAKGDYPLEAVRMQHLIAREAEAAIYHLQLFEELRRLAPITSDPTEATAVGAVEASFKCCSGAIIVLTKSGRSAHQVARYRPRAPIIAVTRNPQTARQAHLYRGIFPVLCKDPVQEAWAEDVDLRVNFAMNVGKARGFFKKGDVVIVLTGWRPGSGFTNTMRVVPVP
#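 ATP formation by purified human PK-M2, quantified via coupled luciferase luminescence after 1 h at room temperature with 0.1 mM ADP and 0.5 mM PEP final.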
# NPC1 prom act: qHTS Assay for NPC1 Promoter Activators; Huh7 NPC1 promoter luciferase reporter, 24 h; Potency, µM (titrated, usually from 9.22 µM), without a hit: top-dose activation, actives largely listed as activators; 320,000 tested, 2.4% active; AID 485313, 2010;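 note: potency is the fitted concentration of half-maximal effect; % of control where 0% means no effect; nearly all actives have a fitted effect of over 60% in size; reporter is driven by a mutant NPC1 promoter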
#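 Huh7 cells stably carrying NPC1 promoter–luciferase, plated in Opti-MEM with 10% FBS for 2 h, were exposed to compound in DMSO for 24 h at 37 °C; luciferase reagent was added for 10 min and luminescence read.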
# FLuc modulator: qHTS profiling assay for firefly luciferase inhibitor/activator using purifed enzyme and Km concentrations of substrates (counterscreen for miR-21 project); Luciferin 4-monooxygenase (Photinus pyralis), P08659; purified FLuc, Km substrates, luminescence inhibition; Potency, µM (highest dose often 57.5 µM), without a hit: at the top dose activity change, negative = inhibition, hits mostly inhibitors; 360,000 tested, 6.9% active;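 note: potency is the fitted concentration of half-maximal effect; plate controls were vehicle for no effect and reference inhibitor for full effect; nearly all actives have a fitted effect of over 55% in size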
#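 Purified P. pyralis luciferase, 10 nM final, with Km-level 10 uM D-luciferin and 10 uM ATP in 50 mM Tris acetate pH 7.5, 10 mM Mg acetate, 0.01% Tween-20, 0.05% BSA; 6-point qHTS titration about 60 µM downward; luminescence read.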
# * hit, by the source's call; ? = inconclusive; / = no result given; [ ] = dose if it differs, or a comment. Unless noted, calls come from the whole dose curve; as a rule, active = well fitted curve in the direction sought with a large enough effect; inconclusive = small, poorly fitted or top-dose-only effect, or another doubt; inactive = no such curve, though single readings can be large; an effect the other way counts as inactive or inconclusive. A portion of the library, so the mix of outcomes need not match the whole.
SMILES,ELG1 DNA repair,KCNH2 3.1 inh,VP16 counter,Rab9 promoter act,MBNL1 CUG block,Menin MLL FP TR,Mito fusion act,RORgamma inh,PKM2 activator,NPC1 prom act,FLuc modulator
Cc1nn(Cc2ccccc2)c(C)c1NC(=O)CCC(=O)O,-9%,-3,11%,-6%,0%,21%,-5%,-3%,10%,-1%,6%
CCOC(=O)C#CC(CCc1ccccc1)OS(N)(=O)=O (stereo not given),-6%,6,-14%,5%,-14%,8%,-3%,36%,-6%,0%,5%
Clc1ccc(-c2cn3cccnc3n2)cc1,?,2,15%,?,9%,-3%,1%,41%,-6%,27%,11µM*
COc1ccc(/C=N/Nc2nc3ccccc3s2)cc1O,?,5,?,?,6%,?,6%,?,-6%,?,0.24µM*
C=CCSc1nc2sc3c(c2c(=O)[nH]1)CCC3,4%,9,7%[10 µM],15%,-4%,4%,1%,1%,-9%,-7%,-6%
CN(C)C(=O)CCSc1nnc(-c2ccncc2)o1,0%,-4,6%,-1%,-10%,17%,-6%,5%,-11%,6%,-5%
CCCn1c(C)cc(C(=O)COC(=O)c2ccc(Cl)c(S(=O)(=O)N3CCCC3)c2)c1C,?,2,4%,-2%,2%,2%,7%,39%,1%,-2%,2.4µM*
COc1cccc(C(=O)NC2CC3CCCC(C2)N3CC(=O)Nc2ccccc2C(F)(F)F)c1 (stereo not given),?,-9,-17%,2%,-1%,7%,19%,130%,/,3%,-3%
O=C(Cc1ncc(C(F)(F)F)cc1Cl)N1CCN(c2cccc(Cl)c2)CC1,-14%,8,?,-3%,-7%,-17%,20%,?,1%,-1%,-1%
O=C(CCC1CCCC1)N1CCC(N2CCN(c3ccccc3)CC2)CC1,-2%,-9,8%,2%,-3%,-6%,12%,1%,-5%,0%,0%
O=C(N/N=C/c1cccnc1)c1cccc(NC(=O)c2cccc(Br)c2)c1,-18%,-1,4%,18%,9%,35%[activator],3%,0%,1%,14%,?
Cc1ccc(S(=O)(=O)N2CCN(CC(=O)NCC3(N4CCOCC4)CCCCC3)CC2)cc1,-3%,3,/,-4%,/,/,1%,/,/,-3%,4%
CC(C)NC(=O)c1ccc(NC(=O)CC2SC(N3CCCC3)=NC2=O)cc1 (stereo not given),0%,6,/,-5%,/,/,-4%,/,/,-3%,0%
COc1ccc(S(=O)(=O)Cc2ccc(C(=O)NCC(OC)OC)o2)cc1,21%,-2,-2%,-4%,-1%,-9%,3%,0%,/,0%,-1%
CC12CC3(C)CC(C)(C1)CC(C(=O)NC(=S)N1CCCC1)(C2)C3,-2%,1,0%,-3%,-12%,6%,18%,25%,-11%,1%,-4%
Cc1ccc(S(=O)(=O)N2CCN(C(=O)CCC(=O)NCCc3ccc(S(N)(=O)=O)cc3)CC2)c(C)c1,8%,6,5%,12%,-2%,3%,7%,-9%,-1%,-1%,-3%
O=C(Nc1cc(Br)c(O)c(Br)c1)c1cccc(NC(=O)c2ccco2)c1,-19%,-8,0%,1%,-9%,?,4%,-1%[1.91 µM],17%,-2%,11µM*
Cc1ccccc1NC(=O)c1ccc(OCC(=O)Nc2ccccc2F)cc1,-9%,28,4%[10 µM],-1%,5%,9%,1%,10%,-3%,-1%,4%
O=C(CSc1nccc(=O)[nH]1)Nc1ccccc1Sc1ccccc1,-1%,-11,-6%,-3%,-1%,-10%,12%,10%,0%,0%,?
COc1ccccc1NS(=O)(=O)c1cc(C(=O)NCC(c2ccco2)N2CCCCC2)ccc1C (stereo not given),?,-2,/,-6%,/,/,7%,/,/,-4%,-1%
Cc1cc(=O)oc2cc(NC(=S)NCc3cccnc3)ccc12,?,6,-7%,1%,11%,-6%,-9%,?,-8%,5%,-5%
CCOc1cnc(C(=O)NNC(=O)c2ccccc2Br)o1,-16%,-10,-5%,6%,/,5%,2%,-21%,-1%,5%,-1%
Cc1cccc2cc(C(c3nnnn3C(C)(C)C)N(Cc3ccco3)CC3CCCO3)c(=O)[nH]c12 (stereo not given),-9%,-9,-7%,-5%,-1%,?,-1%,14%,12%,-1%,3%
COc1ccc2cc(CN(CCCN3CCOCC3)Cc3nnnn3C3CCCCC3)c(=O)[nH]c2c1,-2%,16,-14%,-1%,5%,-7%,2%,6%,-1%,-3%,12%
O=C(NC(=S)N(Cc1ccccc1)c1ccccn1)C1CC1,?,1,-5%,15%,2%,-3%,1%,22%,-4%,5%,-10%
CCCCCOc1ccc(CSc2n[nH]c(C)n2)cc1,13%,2,-24%,0%,-5%,?,6%,-1%,-12%,1%,-2%
CCc1nc(SCC#N)c(C#N)cc1C,10%,/,3%,-2%,103%[activator],?,7%,?,-2%,2%,-1%
CCc1nnc(NC(=O)CSc2nc(-c3ccc(F)cc3)cc(-c3ccccc3)c2C#N)s1,2%,-27,-2%,-1%,-1%,-5%,-2%,-25%,0%,-2%,?
Cc1cc(C)c(CSc2ncc(-c3ccc([N+](=O)[O-])cc3)[nH]2)c(C)c1,-17%,-23,7.1µM*,1%,17%,?,-8%,10µM*,-2%,-2%,3%
COCc1c(C(=O)OCc2c(C)noc2C)oc2ccccc12,17%,5,1%,-1%,-9%,-1%,1%,4%,-7%,-3%,-6%

# Pulled one by one from the list above:
SMILES,ELG1 DNA repair,KCNH2 3.1 inh,VP16 counter,Rab9 promoter act,MBNL1 CUG block,Menin MLL FP TR,Mito fusion act,RORgamma inh,PKM2 activator,NPC1 prom act,FLuc modulator
COc1ccc2cc(CN(CCCN3CCOCC3)Cc3nnnn3C3CCCCC3)c(=O)[nH]c2c1,-2%,16,-14%,-1%,5%,-7%,2%,6%,-1%,-3%,12%
Clc1ccc(-c2cn3cccnc3n2)cc1,?,2,15%,?,9%,-3%,1%,41%,-6%,27%,11µM*
COc1ccc(/C=N/Nc2nc3ccccc3s2)cc1O,?,5,?,?,6%,?,6%,?,-6%,?,0.24µM*

# Going on with the list.
SMILES,ELG1 DNA repair,KCNH2 3.1 inh,VP16 counter,Rab9 promoter act,MBNL1 CUG block,Menin MLL FP TR,Mito fusion act,RORgamma inh,PKM2 activator,NPC1 prom act,FLuc modulator
CCN(CC(=O)Nc1ccc2c(c1)OCCO2)C(=O)CSCC(=O)Nc1ccc(C)cc1,5%,2,/,-2%,/,/,8%,/,/,5%,-4%
COc1ccc(OC)c(Nc2nc3ccc(C)cc3n3cnnc23)c1,8.2µM*,5,-13%,3%,3%,-21%,1%,-23%,/,6%,-16%
Cc1ccccc1Nc1nc(=O)c2cc([N+](=O)[O-])ccc2s1,?,-2,?,0%,?,18%,0%,-54%,-13%,2%,-14%
O=S(=O)(NCC(c1cccnc1)N1CCN(c2ccccc2F)CC1)c1cccs1 (stereo not given),-2%,7,6%,-7%,-2%,21%,9%,10%,-5%,-3%,1%
COc1ccc(-c2cc(C(=O)O)nc3ccc4ccccc4c23)cc1OC,?,1,?,3%,-4%,29%,9%,-35%,2%,10%,4.3µM*
Cc1cccc(NC(=O)C2CCCN2C(=O)OCc2ccccc2)c1 (stereo not given),-2%,-1,/,-6%,/,/,5%,/,/,0%,4%
CC(=O)Nc1ccc(NC(=O)COC(=O)c2ccccc2C(=O)c2ccccc2)cc1,?,-1,/,-6%,/,/,-3%,/,/,2%,0%
CCOC(=O)Nc1cc(Br)c2c(c1)OCCO2,?,-5,13%,16%,-1%,?,7%,18%,0%,17%,?
